Epigenetic derep: derepresses silenced GFP reporter in murine cells. actives 0.2% (n = 280,000). AID 1865. Potency, µM (top dose mostly 53.9 µM), inactives show at the top dose GFP activation, hits mostly activators. murine LDR cells, GFP reporter derepression, 30 h; further: % of control where 0% means no effect; nearly all actives have a fitted effect of over 60% in size
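In this reporter-derepression format, murine cells bearing a silenced integrated CMV-GFP locus incubate with test compound (30 h, 37 C), then are washed and imaged; fluorescent objects of 20–120 um count as induced cells.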
RECQ1 inh: blocks DNA unwinding by human RECQ1 | RECQ1 DNA unwinding, red fluorescence kinetic read | Potency, µM (highest dose often 57.3 µM), for the others: top-dose activity, negative = inhibition, most hits filed as inhibitors | actives 0.54% (n = 240,000);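 further: plate controls were vehicle for no effect and no enzyme for full effect; nearly all actives have a fitted effect of over 30% in size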
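RECQ1T1 50 nM; forked duplex (20 bp + 30-nt ss tails) 200 nM, ATP 2 mM final; pH 8.0, 2 mM MgCl2, 2.5 ug/ml poly(dI-dC); 15 min compound preincubation; discontinuous kinetic read over 2 h at RT.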
JMJD2E inh: JMJD2E (human) inhibition | B2RXH2 | JMJD2E catalytic domain, FDH-coupled NADH fluorescence (FDH is formaldehyde dehydrogenase) | Potency, µM (highest dose often 57.1 µM), inactives show at the top dose activity change, negative = inhibition, actives largely listed as inhibitors | actives 1.6% (n = 230,000) | AID 2147; active means well fitted inhibition curve with a large enough effect, not every such curve was filed as active; inconclusive means small, poorly fitted or top-dose-only effect, or another doubt; inactive means no such curve, though single readings can be large or run the other way;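 further: 0% = wells with enzyme and -100% = buffer wells without enzyme; nearly all actives have a fitted effect of over 50% in size; many of its hits are not listed in these tables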
Target sequence (B2RXH2 1-337 limits assumed): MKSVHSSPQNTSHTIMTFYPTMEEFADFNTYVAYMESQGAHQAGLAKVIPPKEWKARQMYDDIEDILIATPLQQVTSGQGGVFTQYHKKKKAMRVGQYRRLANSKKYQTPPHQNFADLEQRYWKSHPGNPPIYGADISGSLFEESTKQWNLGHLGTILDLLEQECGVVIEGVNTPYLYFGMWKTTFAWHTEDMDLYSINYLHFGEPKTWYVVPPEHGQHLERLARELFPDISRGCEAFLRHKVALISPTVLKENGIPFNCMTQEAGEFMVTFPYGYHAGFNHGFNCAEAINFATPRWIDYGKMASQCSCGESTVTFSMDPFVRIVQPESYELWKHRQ
KinaseGlo FLuc: Kinase-Glo luciferase inhibition (counter-screen). Q27757. Kinase-Glo luciferase, ATP luminescence, 8 min. Potency, µM (doses to about 38.3 µM), inactives show top-dose activity change, negative = inhibition, actives largely listed as inhibitors. actives 0.28% (n = 200,000). AID 1379; further: on the % scale 0 is the no-effect control and ±100 the full control effect; nearly all actives have a fitted effect of over 60% in size
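Compounds were added to a substrate mix at pH 7.2 (50 mM imidazole, 10 uM ATP, within the enzyme's linear range), followed by Kinase-Glo detection reagent; luminescence was measured after 8 minutes at ambient temperature.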
IMPase Li inh: membrane-permeable IMPase blocker, potentiated with lithium; CHO-M1 cells, IP1 TR-FRET (IP-One), carbachol + lithium; Potency, µM (top dose mostly 59.4 µM), for the others: at the highest dose activity, negative = IMPase inhibition, hits mostly inhibitors; actives 0.35% (n = 210,000);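 further: IP1 builds up when IMPase is blocked and the TR-FRET signal falls; plate controls were basal vehicle for no effect and high inhibitor control for full effect; nearly all actives have a fitted effect of over 50% in size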
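Concentration–response in CHO-M1 cells, lithium-potentiated; 30 min at 37C. IP1 detected by competitive TR-FRET after 10 min lysis at RT. Hill-fitted AC50.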
NPSR antag: antagonists of human neuropeptide S receptor cAMP signaling. CHO-NPSR cells, cAMP TR-FRET, antagonist mode. actives 1% (n = 220,000). AID 1461. Potency, µM (series often up to 38.3 µM), for the others: at the top dose activity change, negative = inhibition, most hits filed as inhibitors; further: on the % scale 0 is the no-effect control and ±100 the full control effect; nearly all actives have a fitted effect of over 50% in size; many of its hits are not listed in these tables
Target sequence (Q6W5P4 whole entry, looked up): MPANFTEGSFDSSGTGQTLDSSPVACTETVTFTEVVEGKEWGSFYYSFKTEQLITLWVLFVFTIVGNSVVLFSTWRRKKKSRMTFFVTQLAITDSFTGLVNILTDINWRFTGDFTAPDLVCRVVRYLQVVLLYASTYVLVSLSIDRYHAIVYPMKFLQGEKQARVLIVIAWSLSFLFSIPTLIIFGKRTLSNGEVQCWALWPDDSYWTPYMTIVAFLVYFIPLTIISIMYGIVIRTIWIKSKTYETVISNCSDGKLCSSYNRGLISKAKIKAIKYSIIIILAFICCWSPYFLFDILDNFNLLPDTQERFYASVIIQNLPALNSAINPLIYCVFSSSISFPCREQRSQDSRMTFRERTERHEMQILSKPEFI
RGS12 GoLoco inh: blocks human Gai1 binding to RGS12 GoLoco peptide, red readout | P63096 | Potency, µM (doses to about 61.6 µM), for inactives: at the highest dose activity, negative = inhibition, most hits filed as inhibitors | actives 0.44% (n = 230,000) | Gai1:RGS12 GoLoco peptide FP, rhodamine, 10 min; active means well fitted inhibition curve with a large enough effect, not every such curve was filed as active; inactive means no such curve, though single readings can be large or run the other way; further: on the % scale 0 is the no-effect control and ±100 the full control effect; nearly all actives have a fitted effect of over 30% in size; many of its hits are not listed in these tables
Target sequence (P63096 whole entry, looked up): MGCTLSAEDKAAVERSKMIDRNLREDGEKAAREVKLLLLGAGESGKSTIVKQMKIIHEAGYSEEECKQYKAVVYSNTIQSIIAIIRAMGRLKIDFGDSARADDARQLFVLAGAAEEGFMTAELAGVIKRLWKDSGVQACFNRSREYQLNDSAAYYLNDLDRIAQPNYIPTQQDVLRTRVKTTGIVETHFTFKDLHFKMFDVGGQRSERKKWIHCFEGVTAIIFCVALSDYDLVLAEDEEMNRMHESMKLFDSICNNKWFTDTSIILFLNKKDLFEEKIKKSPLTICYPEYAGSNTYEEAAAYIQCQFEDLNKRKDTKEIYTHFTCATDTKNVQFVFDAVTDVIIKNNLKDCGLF
SMN2 splice enh: increases expression of the SMN2 splice variant; Potency, µM (doses to about 46.1 µM), without a hit: at the top dose activity change, positive = activation, most hits filed as activators; actives 2.8% (n = 210,000); AID 1458; HEK293 SMN2-luciferase splicing reporter, luminescence, 30-36 h; further: % of control where 0% means no effect; nearly all actives have a fitted effect of over 55% in size
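qHTS luciferase splicing reporter: luminescence rises when SMN2 exon 7 is included in transfected HEK293 cells. Compound exposure lasted 30-36 h at 37C, with 4.5 mM final sodium butyrate as control, followed by a ONE-Glo read.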
* = called active by the depositor; i = inactive; u = inconclusive; x = not tested or not shown; [ ] = another dose, or the depositor's remark. Unless noted, the call rests on the fitted dose curve; in most records, active means well fitted curve in the direction sought with a large enough effect; inconclusive means small, poorly fitted or top-dose-only effect, or another doubt; inactive means no such curve, though single readings can be large; an effect the other way counts as inactive or inconclusive. Potency means the concentration at half of the fitted maximal effect. Not all compounds are listed, so the mix of outcomes need not match the whole.

Screens in order – Epigenetic derep | RECQ1 inh | JMJD2E inh | KinaseGlo FLuc | IMPase Li inh | NPSR antag | RGS12 GoLoco inh | SMN2 splice enh
> CCCc1nc2oc3ccccc3c(=O)c2c(=O)n1CCCOC
 : 0.1% | -5% | -30% | x | x | 19% | -10% | x
> CN(Cc1ccc(-n2cccn2)cc1)C(=O)c1cnn2c1NC(c1ccco1)CC2C(F)(F)F (stereo unspecified)
 : 3.6% | 1% | 2% | 6% | 67%[activator][38.3 µM] | u | 167%[activator] | -45%[inhibitor]
> O=C(CSc1nc2ccccc2s1)Nc1ccc2c(c1)OCO2
 : 0.0% | i | 12% | -2% | -1% | 3% | 3% | 0%
> Nc1[nH][nH]c(=O)c1N=Nc1cccc(Cl)c1
 : 1.1% | i | 15% | -4% | 24% | 58% | 10% | x
> COc1cc(OC)c2c(c1O)OC(c1ccccc1)CC2=O (stereo unspecified)
 : -0.7% | 13µM* | -28% | x | -4% | -10% | 5% | x
> O=C(Nc1cccs1)Nc1ccc(Br)cc1F
 : 0.0% | 6% | 4% | -8% | -2% | -29% | -20% | 0%
> CCOC(=O)CCCNC(=O)COC(=O)c1cccc(F)c1
 : 1.6% | -10% | -7% | -1% | 1% | 9% | 0% | 7%
> O=C(OCCCN=C1NS(=O)(=O)c2ccccc21)C1CC(=O)N(c2ccc(Cl)cc2)C1 (stereo unspecified)
 : 0.0% | -2% | -24% | 3% | 22% | 12% | -3% | -6%
> COCc1cc(C)c(C#N)c(=S)[nH]1
 : -1.1% | 4% | 0% | -2% | -10%[38.3 µM] | -5%[46.1 µM] | -29% | 4%
> Cn1c(CC(=O)c2ccc(Br)cc2)[n+](C)c2ccccc21
 : -1.4% | -1% | 6% | 0% | 2% | 7% | 1% | -9%
> O=[n+]1cc(-c2ccc(Br)cc2)n([O-])c2c1CCC2
 : 4.6% | i | -1% | 0% | -3% | 17% | -4% | -12%
> CCCNC(=O)OCCC12CC3CC(CC(C3)C1)C2
 : -1.0% | 2% | 1% | -2% | 8% | -35% | -8% | 7%
> Cn1c(N/N=C2\CCCc3ccccc32)nc2c1c(=O)n(Cc1ccccc1)c(=O)n2C
 : 1.0% | -8% | 0% | 2% | 6% | -5% | 1% | -46%[inhibitor]
> CCN(CC)c1ccc2c(C)c(CO)c(=O)oc2c1
 : 2.6% | -5% | u | 0% | -14% | 29% | 0% | 29%
> CCOC(=O)CSc1nnc(-c2nnc(SCC(=O)OCC)n2CC)n1CC
 : -1.0% | i | 0% | -7% | -1%[38.3 µM] | 4%[46.1 µM] | 7% | -8%
> CC1=NNC(=O)C1CCC(=O)N/N=C(\C)c1ccc(Cl)cc1 (stereo unspecified)
 : 6.6% | 15% | -7% | x | x | -8% | 2% | x
> Cc1cc(C)n2nc(-c3cnn(C)c3C(F)(F)F)cc2n1
 : -1.7% | -4% | u | -4% | -6%[38.3 µM] | -7%[46.1 µM] | 6% | 13%
> COc1ccc(C(C2C(=O)CC(C)(C)CC2=O)C2C(=O)CC(C)(C)CC2=O)cc1COCC(F)(F)F
 : -1.0% | -2% | 0% | -2% | -2% | -17% | 8% | 5%
> Cc1cc(C)n2c(Br)c(CSc3nc4ccccc4s3)nc2n1
 : 2.5% | -15% | u | -3% | 9% | 2% | 1% | 11µM*
> Cc1ccc(NC(=S)NN2CCN(C)CC2)cc1
 : -1.3% | -3% | 11% | -2% | -1% | 14% | 3% | 0%

2 compounds from above, limited to KinaseGlo FLuc and SMN2 splice enh.
compound	KinaseGlo FLuc	SMN2 splice enh
O=C(OCCCN=C1NS(=O)(=O)c2ccccc21)C1CC(=O)N(c2ccc(Cl)cc2)C1 (stereo unspecified)	3%	-6%
COCc1cc(C)c(C#N)c(=S)[nH]1	-2%	4%

(cont.)
Screens in order – Epigenetic derep | RECQ1 inh | JMJD2E inh | KinaseGlo FLuc | IMPase Li inh | NPSR antag | RGS12 GoLoco inh | SMN2 splice enh
> O=C(CCS(=O)(=O)c1cccs1)Nc1ccc(C(=O)NC2CCN(Cc3ccccc3)CC2)cc1
 : 0.9% | -1% | 2% | 0% | 17% | -4% | 1% | -19%
> CCC(=O)n1nc(-c2cccnc2)nc1NCc1ccccc1
 : -0.3% | -11% | -1% | x | 5% | -9% | 5% | x
> O=C(Oc1ccc(C(=S)N2CCOCC2)cc1)c1ccc(Br)cc1
 : 3.4% | -3% | 0% | -1% | 1% | 14% | -5% | 21%
> Cc1cccc(C(=O)NCC(=O)Nc2ccc(S(=O)(=O)Nc3nc(C)cc(C)n3)cc2)c1
 : -2.9% | -3% | -8% | 1% | 0% | 6% | 5% | 12%
> CCN1C(=O)S/C(=C/c2cn(C)c3ccccc23)C1=O
 : -1.3% | 5% | -3% | -8% | -4% | -1% | -10% | 15%
> COc1ccc(-c2cnnc(N/N=C/c3ccc(OC)c(OC)c3)n2)cc1
 : 6.3% | -8% | 0% | -19% | -2% | 19% | -125% | x
> O=C(NCCN1CCN(c2ccccc2)CC1)C1CCN(S(=O)(=O)c2cccs2)CC1
 : 4.3% | -2% | 3% | -3% | 0%[38.3 µM] | -14%[46.1 µM] | 5% | -35%[inhibitor]
> CN(C)CC1CCCCC1OC(=O)/C=C/c1ccc(Cl)cc1Cl (stereo unspecified)
 : 0.9% | -2% | 2% | 0% | -5% | -17% | -5% | -1%
> CCOC(=O)c1c(C)[nH]c(C(=O)COC(=O)C2CC2C)c1C (stereo unspecified)
 : 0.0% | -9% | -3% | -2% | 10% | -10%[46.1 µM] | -4% | u
> CCCS(=O)(=O)N1CCC(C(=O)NCCc2ccccc2)CC1
 : -0.9% | 0% | 9% | 7% | -6% | -5%[46.1 µM] | 5% | 17%
> Cc1cc(C)n(-c2ccc(C(=O)O)cc2[N+](=O)[O-])n1
 : -4.1% | 0% | 7% | -1% | -3% | 10% | 6% | 1%
> Oc1ccccc1C1OCC2(CO1)COC(c1ccccc1O)OC2 (stereo unspecified)
 : -1.0% | -12% | 13% | 0% | -1% | 9% | 1% | -2%
> COc1ccccc1C(=O)OCC(=O)Nc1ccc(OC(F)F)cc1
 : 2.0% | 10% | -5% | -18% | 21%[38.3 µM] | -15%[46.1 µM] | -1% | 11%
> Cc1noc(C)c1-c1cc(NCc2ccccc2)ncn1
 : 1.1% | -10% | 1% | -2% | -1% | x | 0% | 29%
> Cc1ccc(S(=O)(=O)Nc2ccccc2CNc2cccc(C)n2)cc1
 : -0.1% | -25% | -4% | 0% | 9% | -24% | 3% | -4%
> CN(Cc1cc2ccccc2[nH]c1=O)C(=O)COc1ccccc1
 : 1.0% | -5% | u | x | x | 10% | 33%[activator] | x
> O=C(CSc1nnc(Cc2cccs2)n1-c1ccccc1)Nc1ccc2c(c1)OCCO2
 : u | -11% | -6% | 6% | 24%[38.3 µM] | -29%[46.1 µM] | 6% | 11%
> CCOC(=O)c1c(-c2ccccc2)csc1NC(=O)c1ccc(S(=O)(=O)N2CCOCC2)cc1
 : 2.1% | -2% | -8% | 2% | 0% | 3% | 15% | -8%
> O=C(Nc1ccc(N2CCOCC2)cc1)Nc1cnsn1
 : -0.9% | -12% | -9% | -9% | 11% | -14%[46.1 µM] | -2% | 13µM*
> Cc1cc(C)c(C#N)c(SCCS(=O)(=O)Cc2ccc(Cl)cc2)n1
 : -0.9% | -5% | 6% | -6% | u | u | -8% | -18%
> O=C(NCc1ccccc1)c1ccc(S(=O)(=O)Nc2cccc(C(F)(F)F)c2)cc1
 : 3.2% | i | 1% | x | x | -37% | 7% | x
> COc1ccc(NC(=O)C2=CCN(S(=O)(=O)c3ccccc3)CC2)cc1OC
 : 1.1% | -14% | -10% | x | x | -2% | 4% | x
> COc1ccc(C2CC(c3ccccc3)n3nc(NC(=O)c4cccs4)nc3N2)cc1 (stereo unspecified)
 : 1.3% | -14% | u | -1% | -15%[38.3 µM] | u | 2% | -13%
> O=C(Cn1cnc2c(nnn2-c2ccc(F)cc2)c1=O)N1CCCC1
 : 0.0% | i | 2% | -4% | -13%[38.3 µM] | 8%[46.1 µM] | -14% | 0%
> CCn1cc(CN2CCN(Cc3cccc(OC)c3)C(CCO)C2)c(C)n1 (stereo unspecified)
 : -0.3% | -6% | -2% | -5% | 12% | 9% | 16% | -5%
> Cn1cccc1C(=O)N1CCC2(CC1)CN(c1ccccn1)C2
 : x | 16% | x | -3% | 12% | x | 0% | -34%[inhibitor]
> COc1cc(NC(=O)Cn2ncc3c2-c2ccccc2OC3)cc(OC)c1OC
 : -0.9% | -5% | -1% | 1% | 4%[38.3 µM] | -19%[46.1 µM] | 8% | 3%
> O=C(COC(=O)c1cc([N+](=O)[O-])ccc1NCCO)c1ccc(Cl)cc1
 : -1.0% | -7% | -1% | 1% | 4% | 9% | 2% | -8%
> O=C(CN(Cc1ccccc1)S(=O)(=O)c1ccc(Br)cc1)NCc1ccco1
 : -0.2% | -6% | 18% | 0% | 32%[activator][38.3 µM] | u | -2% | -8%
> CCN(CC)S(=O)(=O)c1cccc(C(=O)NC(C(=O)Nc2nnc(C3CC3)s2)C(C)C)c1 (stereo unspecified)
 : -0.2% | -1% | 3% | 1% | 31%[activator][38.3 µM] | -30%[46.1 µM] | 16% | 5%
> N[C@@H](C(=O)O)c1cc(O)ccc1Cl
 : -0.3% | -11% | -25% | 2% | 12% | x | -6% | x
> CC1=CC(=O)N(c2ccn(C)n2)C1=O
 : 0.0% | i | -6% | x | x | 6% | -11% | x
> CCOC(=O)C(=O)NNc1cccc(C)c1C
 : 0.0% | 17% | -8% | 0% | 0% | 4% | 3% | 9%
> COc1ccc(C(=O)N/C(=C\c2cc(OC)c(OC)cc2[N+](=O)[O-])C(=O)NCC(=O)O)cc1
 : 0.0% | i | -6% | 1% | 0% | 7% | 7% | -2%
> COc1ccc2c(c1)O[C@H](c1ccc3c(c1)OCO3)[C@@H](OC(=O)NS(=O)(=O)c1ccc(C)cc1)C2=O
 : -0.3% | -5% | 1% | -3% | 7% | x | 0% | 12%
> COC(=O)c1[nH]cnc1C(=O)c1ccccc1
 : -0.7% | i | 0% | 0% | -8%[38.3 µM] | -7%[46.1 µM] | 8% | -20%
> CN(CCO)C1=CC(=O)CC(C)(C)C1
 : 1.2% | -6% | 4% | 0% | 0% | -12%[46.1 µM] | 1% | -18%

From PubChem
